Assay outcomes as filed in PubChem BioAssay.
KCNQ2 block – KCNQ2 potassium channel inhibitors, primary screen, cell-based, CHO-K1, FluxOR thallium flux, B-score (AID 2156); O88943; 20 min; hits give low values; B-score at 10 µM; actives 1.1% (n = 310,000);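 active means fluorescence ratio B-score at most minus 3 library SDs, with starting brightness B-score within 2 library SDs, cut at about -5.5 in these data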
CHT inh – human CHT choline transport inhibition; Q9GZV3; CHT-expressing cells, membrane potential dye, choline response; hits give low values; B-score at 10 µM; actives 0.86% (n = 310,000);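 active means B-score over 3 SD under the library average, and starting fluorescence ratio not unusually high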;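 further: choline stimulus applied at its EC90 after an EC20 pre-addition; B-score computed on integrated fluorescence ratio after choline addition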
Target sequence (Q9GZV3 whole entry, looked up): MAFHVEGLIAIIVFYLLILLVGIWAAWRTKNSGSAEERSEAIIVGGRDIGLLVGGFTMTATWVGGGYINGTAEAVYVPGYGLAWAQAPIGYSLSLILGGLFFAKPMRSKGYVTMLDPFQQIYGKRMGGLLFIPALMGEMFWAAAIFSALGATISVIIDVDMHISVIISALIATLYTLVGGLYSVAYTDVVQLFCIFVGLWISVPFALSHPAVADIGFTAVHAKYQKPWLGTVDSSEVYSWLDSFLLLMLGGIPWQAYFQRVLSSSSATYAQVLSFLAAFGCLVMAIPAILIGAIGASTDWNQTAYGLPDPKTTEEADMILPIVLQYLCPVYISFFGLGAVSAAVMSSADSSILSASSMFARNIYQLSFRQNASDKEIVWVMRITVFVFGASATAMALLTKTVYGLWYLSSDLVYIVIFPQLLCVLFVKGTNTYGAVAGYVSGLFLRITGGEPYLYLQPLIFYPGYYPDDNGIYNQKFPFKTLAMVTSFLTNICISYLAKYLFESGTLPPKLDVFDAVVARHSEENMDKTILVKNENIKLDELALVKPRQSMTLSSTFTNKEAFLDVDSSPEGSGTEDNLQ
Kir21 inh – inhibitors of mouse Kir2.1 inward-rectifier potassium channel; HEK293-Kir2.1, FluxOR thallium flux fluorescence; hits give low values; actives 0.85% (n = 310,000); B-score at 10 µM; P35561; AID 1672;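 active means fluorescence ratio B-score at or below minus 3 SD of library scores, with starting-brightness B-score within 2 SD, cut at about -4.2 in these data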;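 further: channel flux triggered by added potassium and thallium sulfate stimulus; B-score of peak minus minimum fluorescence over baseline after thallium stimulus; more negative B-score means stronger Kir2.1 block with less thallium influx; some compounds called inactive have numbers as strong as hits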
Target sequence (P35561 whole entry, looked up): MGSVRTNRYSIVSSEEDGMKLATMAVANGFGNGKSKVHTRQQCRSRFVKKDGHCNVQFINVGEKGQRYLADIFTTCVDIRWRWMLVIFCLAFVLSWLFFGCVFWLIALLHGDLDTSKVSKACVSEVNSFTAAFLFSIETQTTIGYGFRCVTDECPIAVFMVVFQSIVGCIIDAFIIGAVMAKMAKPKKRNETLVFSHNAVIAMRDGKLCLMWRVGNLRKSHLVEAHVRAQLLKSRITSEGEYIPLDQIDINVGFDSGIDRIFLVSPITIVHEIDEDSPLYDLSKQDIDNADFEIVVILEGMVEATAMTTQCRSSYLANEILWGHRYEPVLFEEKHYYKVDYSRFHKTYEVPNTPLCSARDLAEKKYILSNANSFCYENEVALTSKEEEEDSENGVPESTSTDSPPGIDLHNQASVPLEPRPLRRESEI
The depositor's hits bear a star.

`O=C(Nc1ccc2nc(-c3ccccc3)[nH]c2c1)c1cccs1` gave KCNQ2 block inactive, CHT inh inactive and Kir21 inh 0.08.
For COc1cccc(NC(=O)CN(C)C(=O)c2cc(-c3ccc(F)cc3)nc3ccccc23)c1 the results were KCNQ2 block inactive, CHT inh inactive and Kir21 inh 0.93.
O=C1CSc2ccc(S(=O)(=O)N3CCN(c4ccccc4)CC3)cc2N1 was read as KCNQ2 block inactive, CHT inh inactive and Kir21 inh 0.07.
O=C(Cc1ccc([N+](=O)[O-])cc1)Nc1cccnc1 was read as KCNQ2 block inactive, CHT inh inactive and Kir21 inh -1.1.
`COc1ccccc1N=Nc1c(C)[nH][nH]c1=O` gave KCNQ2 block inactive, CHT inh inactive and Kir21 inh 0.89.
Screening CCOc1ccccc1Nc1nc2ccc(C)cc2n2cnnc12 returned KCNQ2 block inactive and Kir21 inh 0.55.
For CCOC(=O)N1CCN(C(=O)C(NC(=O)C2CCC(C)CC2)C(C)C)CC1 (stereo unspecified) the results were KCNQ2 block inactive, CHT inh inactive and Kir21 inh 3.5.
`O=C(NCc1n[nH]c(=S)n1-c1cccc(C(F)(F)F)c1)c1ccc(S(=O)(=O)N2CCCCC2)cc1` gave KCNQ2 block inactive, CHT inh inactive and Kir21 inh -0.01.
Screening CN(C(=O)c1nn(C)c2c1CS(=O)(=O)c1ccccc1-2)c1cccc(Cl)c1 returned KCNQ2 block inactive, CHT inh inactive and Kir21 inh 0.46.
`O=C(OCc1c(F)cccc1Cl)c1cc([N+](=O)[O-])ccc1N1CCOCC1` gave KCNQ2 block inactive, CHT inh inactive and Kir21 inh -1.5.
O=C(Nc1ccc2nsnc2c1)N1CCCCC1 was read as KCNQ2 block inactive, CHT inh inactive and Kir21 inh -1.9.
Screening Cc1cc(NC(=O)c2cccc3c2C(=O)N(C2CCCCC2)C3)ccc1Br returned KCNQ2 block inactive, CHT inh inactive and Kir21 inh -0.1.
`O=C1C2CCCN2C(c2ccc(F)cc2)N1c1ccc(Cl)cc1` (stereo unspecified) gave KCNQ2 block inactive, CHT inh inactive and Kir21 inh -1.4.
CC[C@@H](C)[C@H](CN[C@H](CNC)C(C)C)NC[C@@H](C)c1ccc(CC(C)C)cc1 was read as KCNQ2 block inactive, CHT inh inactive and Kir21 inh -8.8*.
Screening Cc1ccccc1SCC(=O)N/N=C/c1ccc(F)cc1 returned KCNQ2 block inactive, CHT inh inactive and Kir21 inh -0.83.
Screening CC1CN(C(=O)Cn2cc(S(=O)(=O)CC(=O)N(C)c3ccccc3)c3ccccc32)CC(C)O1 (stereo unspecified) returned KCNQ2 block inactive, CHT inh inactive and Kir21 inh -0.07.
For COCCN=c1scc(-c2ccccc2)n1/N=C/c1c[nH]c2ccccc12 the results were KCNQ2 block inactive, CHT inh inactive and Kir21 inh -1.9.
`Cc1cccc(NC(=O)c2ccc(F)c(S(=O)(=O)N3CCC4(CC3)OCCO4)c2)c1` gave KCNQ2 block inactive, CHT inh inactive and Kir21 inh -1.6.
Screening Cc1ccc2nc(NC(=O)C3=NN(c4ccccc4)C(=O)CC3)sc2c1 returned KCNQ2 block inactive, CHT inh inactive and Kir21 inh 1.8.
`Cc1[nH]n(-c2ccccc2)c(=O)c1CCOC(=O)c1cccc(C(F)(F)F)c1` gave KCNQ2 block inactive, CHT inh inactive and Kir21 inh -0.04.
For Cc1ccc(NC(=O)Cn2cc(S(=O)(=O)c3ccccc3)c(=O)c3cc(F)ccc32)cc1 the results were KCNQ2 block inactive, CHT inh inactive and Kir21 inh 0.32.
Cc1cc(C)c(OCCNCc2ccccc2)c(C)c1 was read as KCNQ2 block inactive, CHT inh inactive and Kir21 inh -5*.
For CC1=NN(c2nc3ccccc3[nH]2)C(=O)/C1=C/N(C)C the results were KCNQ2 block inactive, CHT inh inactive and Kir21 inh -0.17.
Screening Cc1cccc(C(=O)NNC(=O)c2ccc(Cl)cc2)c1O returned KCNQ2 block inactive, CHT inh inactive and Kir21 inh -0.8.
Screening COc1cc2nc(=S)n3[nH]c(COc4ccccc4C)nc3c2cc1OC returned KCNQ2 block inactive, CHT inh inactive and Kir21 inh 1.2.
For O=[N+]([O-])c1ccc(N2CCC(=NOCc3ccc(Cl)cc3)CC2)cc1 the results were KCNQ2 block -5.7*, CHT inh inactive and Kir21 inh -1.9.
Screening O=C1Nc2ccccc2/C1=C/c1ccnc2ccccc12 returned KCNQ2 block inactive, CHT inh inactive and Kir21 inh -0.95.
Screening CCOC(=O)CCc1c(C)nc2cc(-c3ccccc3OC)[nH]n2c1=O returned KCNQ2 block inactive, CHT inh inactive and Kir21 inh -0.39.
Screening CC(C)(C)c1nnc(NC(=O)C2CCN(C(=O)c3ccco3)CC2)s1 returned KCNQ2 block inactive, CHT inh inactive and Kir21 inh 0.01.
OCCCc1nc2ccccc2n1CCOc1ccccc1 was read as KCNQ2 block inactive, CHT inh inactive and Kir21 inh 1.1.

Three compounds from above, ordered by formula weight, rising:
`COc1ccccc1N=Nc1c(C)[nH][nH]c1=O` gave KCNQ2 block inactive, CHT inh inactive and Kir21 inh 0.89.
For O=[N+]([O-])c1ccc(N2CCC(=NOCc3ccc(Cl)cc3)CC2)cc1 the results were KCNQ2 block -5.7*, CHT inh inactive and Kir21 inh -1.9.
`O=C(OCc1c(F)cccc1Cl)c1cc([N+](=O)[O-])ccc1N1CCOCC1` gave KCNQ2 block inactive, CHT inh inactive and Kir21 inh -1.5.

Other structures follow:
O=C(CCl)N=c1sccn1Cc1ccccc1Cl was read as KCNQ2 block inactive, CHT inh inactive and Kir21 inh -1.1.
For Cc1ccc(NC(=O)c2ccccc2Br)cc1S(=O)(=O)N(C)C the results were KCNQ2 block inactive, CHT inh inactive and Kir21 inh -0.56.
For CCCOc1ccc(Cc2c(O)nc(N)[nH]c2=O)cc1C the results were KCNQ2 block inactive, CHT inh inactive and Kir21 inh 1.4.
For COC(=O)c1ccc(NC(=S)N2CCN(Cc3ccccc3Cl)CC2)cc1 the results were KCNQ2 block inactive, CHT inh inactive and Kir21 inh 0.55.
c1ccc(-n2c(-c3ccncc3)nnc2-c2cccs2)cc1 was read as KCNQ2 block inactive, CHT inh inactive and Kir21 inh -0.07.
`Cc1ccccc1CC1(CO)CCCN(C(=O)c2cc(-c3ccccc3)no2)C1` (stereo unspecified) gave KCNQ2 block inactive, CHT inh inactive and Kir21 inh 0.84.
For CCN(CC(=O)Nc1c(F)cccc1F)C(=O)CCC(=O)c1ccc(C)cc1 the results were KCNQ2 block inactive, CHT inh inactive and Kir21 inh -0.11.
CCOC(=O)c1oc2ccccc2c1NC(=O)c1ccc(S(=O)(=O)N(C)C)cc1 was read as KCNQ2 block inactive, CHT inh inactive and Kir21 inh 1.4.
COc1ccc(CCNC(=O)CSc2nnc(-c3ccc(F)cc3)c3ccccc23)cc1OC was read as KCNQ2 block inactive, CHT inh inactive and Kir21 inh 0.88.
For O=C(NCc1ccco1)c1cc(S(=O)(=O)N2CCOCC2)ccc1Br the results were KCNQ2 block inactive, CHT inh inactive and Kir21 inh 2.3.
`COc1ccc(/C=C/C(=O)NC2CCS(=O)(=O)C2)cc1` (stereo unspecified) gave KCNQ2 block inactive, CHT inh inactive and Kir21 inh -0.84.
`CN1CCN(C(=O)c2cnn(-c3ccccc3)c2NC(=O)c2ccc([N+](=O)[O-])cc2)CC1` gave KCNQ2 block inactive, CHT inh inactive and Kir21 inh 0.
For COc1cc(OC)cc(-c2nc3nc(C)c(CCC(=O)NCc4ccco4)c(C)n3n2)c1 the results were KCNQ2 block inactive, CHT inh inactive and Kir21 inh 3.5.
Screening CC1CCN(C(c2ccccc2)c2nnnn2C(C)(C)C)CC1 (stereo unspecified) returned KCNQ2 block inactive, CHT inh inactive and Kir21 inh 0.09.
Cc1cccc2c(C(=O)N3CCN(c4ccccn4)CC3)cc(-c3cccc(Br)c3)nc12 was read as KCNQ2 block inactive, CHT inh inactive and Kir21 inh 0.21.
Screening Cc1ccc(C2CC(c3cccc(Cl)c3)n3nc(N)nc3N2)cc1 (stereo unspecified) returned KCNQ2 block inactive, CHT inh inactive and Kir21 inh 0.1.
`Cc1ccc(N/C(=N/S(=O)(=O)c2cccs2)c2ccccc2)c(C)c1` gave KCNQ2 block inactive, CHT inh inactive and Kir21 inh -0.28.
CN(Cc1nc(Cc2ccccc2F)no1)[C@@H]1CS(=O)(=O)C[C@H]1O was read as KCNQ2 block inactive, CHT inh inactive and Kir21 inh -0.68.
`Cc1[nH]c2ccc(-c3n[nH]c(=S)n3-c3ccc(Br)cc3)cc2c1C` gave KCNQ2 block inactive, CHT inh inactive and Kir21 inh 0.62.
`CC1C(=O)C(C)C(c2ccc3c(c2)OCO3)NC1c1ccc2c(c1)OCO2` (stereo unspecified) gave KCNQ2 block inactive, CHT inh inactive and Kir21 inh -0.64.
`CCOC(=O)C1CCCN(c2nc3ccccc3nc2C(C#N)C(=O)OCC)C1` (stereo unspecified) gave KCNQ2 block inactive, CHT inh inactive and Kir21 inh -2.
COc1ccccc1NC(CC(=O)c1ccccc1)C(=O)OCC(=O)c1ccc(C)cc1 (stereo unspecified) was read as KCNQ2 block inactive, CHT inh inactive and Kir21 inh -0.43.
CCOC(=O)N1C2=NC(C(=O)OC)=C(C(=O)OC)[C@@H]3N(C)c4ccc(OC)cc4[C@]23C[C@H]1C(=O)OC was read as KCNQ2 block inactive, CHT inh inactive and Kir21 inh 1.8.
COc1cccc2cc(C(C)N(CCCN3CCOCC3)C(=S)Nc3cc(C)cc(C)c3)oc12 (stereo unspecified) was read as KCNQ2 block inactive, CHT inh inactive and Kir21 inh 3.1.
For COc1cc(Cl)c(CN2CCC(CO)(CCOc3ccccc3)CC2)cc1OC the results were KCNQ2 block inactive, CHT inh inactive and Kir21 inh 0.58.
Screening CCOC(=O)Cc1csc(N/N=C\c2cccc(Br)c2)n1 returned KCNQ2 block inactive, CHT inh inactive and Kir21 inh -0.83.
Screening CNc1nc(SC(C)C(=O)Nc2ccc(Cl)c(Cl)c2)nc(N2CCOCC2)n1 (stereo unspecified) returned KCNQ2 block inactive, CHT inh inactive and Kir21 inh 0.98.
`CC1CC(C)CN(C(=O)CCc2nnc3ccc(N4CCCCC4)nn23)C1` (stereo unspecified) gave KCNQ2 block inactive, CHT inh inactive and Kir21 inh -1.
`CCOC(=O)N1CCC(N2Cc3cccc(C(=O)Nc4ccc(F)cc4)c3C2=O)CC1` gave KCNQ2 block inactive, CHT inh inactive and Kir21 inh -0.02.
Screening COC(=O)c1ccc(CSc2nnc(CNC(=O)COc3ccc(Cl)cc3)o2)o1 returned KCNQ2 block inactive, CHT inh inactive and Kir21 inh -2.
`COc1ccc([C@@H]2[C@@H]3C(=O)N(C(C)(C)C)C(=O)[C@@H]3[C@]3(C)C(=O)N(c4cccc(F)c4)C(=O)N23)cc1` gave KCNQ2 block inactive, CHT inh inactive and Kir21 inh 0.17.
For c1ccc(-c2cn3c(n2)-c2ccccc2C3)cc1 the results were KCNQ2 block inactive, CHT inh inactive and Kir21 inh -0.36.
Screening CCCOC(=O)C(C)n1c(-c2ccccc2)nc2ccccc2c1=O (stereo unspecified) returned KCNQ2 block inactive, CHT inh inactive and Kir21 inh -1.6.
Screening O=C(Oc1c(CN2CCOCC2)cc(Cl)c2cccnc12)c1ccccc1Cl returned KCNQ2 block inactive, CHT inh inactive and Kir21 inh -0.77.
For O=C(Nc1nc2c(Br)cccc2s1)C1CC1 the results were KCNQ2 block inactive, CHT inh -5.7* and Kir21 inh 2.6.
Screening Cn1nnnc1SCC(=O)Nc1nc2c(s1)CCCC2 returned KCNQ2 block inactive, CHT inh inactive and Kir21 inh 0.67.
`CC(C)NC(=O)c1ccccc1NC(=O)C(C)Oc1ccccc1` (stereo unspecified) gave KCNQ2 block inactive, CHT inh inactive and Kir21 inh -2.7.
Screening Cc1cc(N=Nc2ccc(C)c(N=Nc3cc(C)c(N)cc3N)c2)c(N)cc1N returned KCNQ2 block inactive, CHT inh inactive and Kir21 inh -1.1.
For CCOC(=O)C1(Cc2ccccc2C(F)(F)F)CCN(C(C)CCn2cccn2)CC1 (stereo unspecified) the results were KCNQ2 block inactive, CHT inh inactive and Kir21 inh -0.93.
For CCNc1sc(C(=O)c2cccs2)c(N)c1C#N the results were KCNQ2 block inactive, CHT inh inactive and Kir21 inh 1.4.
`COc1cc(NC(=S)NC(=O)c2ccccc2F)ccc1NC(=O)c1cccs1` gave KCNQ2 block inactive, CHT inh inactive and Kir21 inh 0.33.
COc1cc(C(=O)NNC(=O)c2ccco2)cc(OC)c1OC was read as KCNQ2 block inactive, CHT inh inactive and Kir21 inh -0.65.
For CCc1cccc(NC(=S)N(CCCOC(C)C)C2CCN(C(C)=O)CC2)c1 the results were KCNQ2 block inactive, CHT inh inactive and Kir21 inh -0.63.

Entries shown so far that have two or more sulfur atoms, in the order listed:
O=C1CSc2ccc(S(=O)(=O)N3CCN(c4ccccc4)CC3)cc2N1 was read as KCNQ2 block inactive, CHT inh inactive and Kir21 inh 0.07.
`O=C(NCc1n[nH]c(=S)n1-c1cccc(C(F)(F)F)c1)c1ccc(S(=O)(=O)N2CCCCC2)cc1` gave KCNQ2 block inactive, CHT inh inactive and Kir21 inh -0.01.
`Cc1ccc(N/C(=N/S(=O)(=O)c2cccs2)c2ccccc2)c(C)c1` gave KCNQ2 block inactive, CHT inh inactive and Kir21 inh -0.28.
Screening Cn1nnnc1SCC(=O)Nc1nc2c(s1)CCCC2 returned KCNQ2 block inactive, CHT inh inactive and Kir21 inh 0.67.
For CCNc1sc(C(=O)c2cccs2)c(N)c1C#N the results were KCNQ2 block inactive, CHT inh inactive and Kir21 inh 1.4.
`COc1cc(NC(=S)NC(=O)c2ccccc2F)ccc1NC(=O)c1cccs1` gave KCNQ2 block inactive, CHT inh inactive and Kir21 inh 0.33.
